Assay outcomes (PubChem)
CRFBP-R2 agonist: CRF-BP/CRF-R2 complex agonism | AID 588473 | HEK293 CRF-R2/CRF-BP, calcium dye fluorescence (FLIPR); percent of saturating CRF peptide response | activation, % at 13.2 µM | 350,000 tested, 0.46% active;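 active = activation of at least 50%, plus an integration ratio under a set limit after plate pattern correction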;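 note: plate controls were neutral control wells without compound for no effect and CRF at EC100 for full effect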
CRFBP-R2 block: CRF-BP/CRF-R2 complex antagonism | HEK293 CRF-R2/CRF-BP, CRF-induced calcium fluorescence | inhibition, % at 11.8 µM | 350,000 tested, 0.59% active | AID 588475;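 active = inhibition of the ligand-induced calcium signal above about 50% at the single tested concentration, limit read from the data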
GalR3 antag: antagonists of human GalR3. inhibition, % at 3 µM. O60755. HEK293 GalR3-CNG cAMP membrane potential fluorescence; galR3 body fused to GalR1 C-terminus. AID 651719. 360,000 tested, 0.44% active;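 active = inhibition above the screen-wide average plus 3 SD, cut at about 13% in these data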;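 note: forskolin and galanin both at EC90 stimulate the cells; cAMP rise reported by CNG channel membrane potential dye signal; 0% = forskolin plus galanin with DMSO and 100% = forskolin alone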
Target sequence (O60755 1-299 limits assumed): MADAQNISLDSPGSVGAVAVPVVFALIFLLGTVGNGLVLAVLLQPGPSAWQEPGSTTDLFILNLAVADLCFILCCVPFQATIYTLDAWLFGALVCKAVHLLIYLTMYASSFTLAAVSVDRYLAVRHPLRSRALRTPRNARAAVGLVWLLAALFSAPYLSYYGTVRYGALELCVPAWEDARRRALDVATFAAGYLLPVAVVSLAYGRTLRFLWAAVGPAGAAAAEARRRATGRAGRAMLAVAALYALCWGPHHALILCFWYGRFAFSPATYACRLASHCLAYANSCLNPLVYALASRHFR
MEKK2wt PB1 HTS: raises or lowers MEK5 binding to wildtype human MEKK2 PB1 domain. Q9Y2U5. bead flow cytometry, Alexa488-MEK5 binding to MEKK2 WT; actives lie on both sides. binding response (% of control), % at 10 µM. 290,000 tested, 1.1% active. AID 1531; in the data active = binding response below about 67% or above about 130%
DNA FID counter: displaces DNA intercalator in HCV helicase counter-screen. DNA fluorescent intercalator displacement, fluorescence. inhibition, % at 7.9 µM. 290,000 tested, 0.17% active; in the data active = inhibition above about 37%;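 note: 0% = vehicle and 100% = reference compound; higher means more ethidium bromide displaced from hairpin DNA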
MEKK2mut PB1 HTS: signal of MEK5 binding to mutant human MEKK2 PB1 domain. bead flow cytometry, Alexa488-MEK5 binding to MEKK2 mutant. percent response, % at 10 µM. 290,000 tested, 0.35% active. AID 1530; in the data active = percent response above about 24%, passing the limit was not always enough; note: inactives centre near 1; some results filed as inactive read as strong as hits
HCV NS3 hel inh: inhibitors of Hepatitis C virus NS3 helicase; 290,000 tested, 0.56% active; inhibition, % at 10.9 µM; NS3 helicase DNA unwinding, Cy5 molecular beacon fluorescence;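 active = inhibition above the mean of all tested compounds plus 3 SD, set per campaign, cut at about 35% in these data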;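 note: 0% = DMSO wells and 100% = thioflavine S control wells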
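Compound dosing – single dose, 10.9 µM nominal final, DMSO 0.8% final · System – NS3 helicase fragment of HCV · Buffer or medium – MOPS pH 6.5, MgCl2, DTT, Tween20, BSA · Signal – Cy5 beacon fluorescence read at start and 1 h · Also added – annealed dual-labelled DNA beacon duplex, ATP-started · Schedule – 1 h at 25 °C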
MEKK3 PB1 HTS: modulators (inhibitors or enhancers) of MEK5 binding to human MEKK3 PB1 domain; bead-based flow cytometry, Alexa488-MEK5 binding to MEKK3; actives lie on both sides; 0 = blocked by unlabeled MEK5, 100 = vehicle; Q99759; AID 1529; 290,000 tested, 1.4% active; binding response (% of control), % at 10 µM;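 active = binding response more than 3 SD above or below the average of its plate-row segment, actives on both sides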;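 note: Alexa488 bead fluorescence after subtracting the streptavidin-only scavenger bead signal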
Target sequence (Q99759 whole entry, looked up, the tested form may be a part): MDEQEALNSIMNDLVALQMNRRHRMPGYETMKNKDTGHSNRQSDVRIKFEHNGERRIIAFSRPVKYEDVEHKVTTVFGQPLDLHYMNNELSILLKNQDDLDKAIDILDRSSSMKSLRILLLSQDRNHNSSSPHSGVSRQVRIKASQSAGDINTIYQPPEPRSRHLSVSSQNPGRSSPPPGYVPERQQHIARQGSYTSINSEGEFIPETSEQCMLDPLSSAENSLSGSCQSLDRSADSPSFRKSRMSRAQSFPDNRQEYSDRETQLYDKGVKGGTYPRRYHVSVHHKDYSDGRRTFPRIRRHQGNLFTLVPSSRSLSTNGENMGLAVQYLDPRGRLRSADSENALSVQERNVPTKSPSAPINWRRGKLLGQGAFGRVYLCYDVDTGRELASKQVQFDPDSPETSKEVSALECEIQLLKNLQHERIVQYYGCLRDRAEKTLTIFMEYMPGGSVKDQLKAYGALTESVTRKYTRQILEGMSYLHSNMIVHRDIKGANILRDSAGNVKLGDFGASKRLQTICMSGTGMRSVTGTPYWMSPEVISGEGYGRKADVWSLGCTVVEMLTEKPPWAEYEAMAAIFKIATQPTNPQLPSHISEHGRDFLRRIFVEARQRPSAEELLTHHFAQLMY
SUMO HTRF inh: inhibitors of human SUMOylation (UBC9) | P63279 | HTRF SUMOylation assay, SAE1/SAE2 + UBC9, in vitro | inhibition, % at 35 µM | 290,000 tested, 0.36% active | AID 2006; in the data active = inhibition above about 50%, passing the limit was not always enough; note: strong numbers were not always called active
Target sequence (P63279 whole entry, looked up): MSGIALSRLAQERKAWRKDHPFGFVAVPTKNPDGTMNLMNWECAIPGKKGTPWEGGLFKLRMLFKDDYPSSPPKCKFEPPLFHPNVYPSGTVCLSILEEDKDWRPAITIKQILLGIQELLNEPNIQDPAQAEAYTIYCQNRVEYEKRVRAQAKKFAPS
Active calls of the source: *; · = no result given.

The first three entries, ahead of the listing:
Below each compound: CRFBP-R2 agonist	CRFBP-R2 block	GalR3 antag	MEKK2wt PB1 HTS	DNA FID counter	MEKK2mut PB1 HTS	HCV NS3 hel inh	MEKK3 PB1 HTS	SUMO HTRF inh
CC1CCC(NC(=O)C2CCN(c3nc4ccccc4s3)CC2)CC1 (stereo unspecified)
  -0.4	1	-11	103	-22	1	-23	101	23
Cc1nn(CC(=O)NCc2ccccc2)c(=O)c2ccccc12
  0.5	7	0	93	0	-7	-2	96	28
O=C1CCCC2=C1C(c1cccc(O)c1)C1=C(N2)c2ccccc2C1=O (stereo unspecified)
  -0.5	0	0	106	6	1	-14	111	-14

Main list, from the first entry:
Below each compound: CRFBP-R2 agonist	CRFBP-R2 block	GalR3 antag	MEKK2wt PB1 HTS	DNA FID counter	MEKK2mut PB1 HTS	HCV NS3 hel inh	MEKK3 PB1 HTS	SUMO HTRF inh
CC1CCC(NC(=O)C2CCN(c3nc4ccccc4s3)CC2)CC1 (stereo unspecified)
  -0.4	1	-11	103	-22	1	-23	101	23
Cc1nn(CC(=O)NCc2ccccc2)c(=O)c2ccccc12
  0.5	7	0	93	0	-7	-2	96	28
O=C1CCCC2=C1C(c1cccc(O)c1)C1=C(N2)c2ccccc2C1=O (stereo unspecified)
  -0.5	0	0	106	6	1	-14	111	-14
COc1ccc(NC(=O)C2CC(=O)N(C(C)C)C2)cc1 (stereo unspecified)
  -1.4	0	-2	107	4	5	-1	105	-8
O=C1CSC(c2ccc3c(c2)OCO3)N1c1ccc(Oc2ccccc2)cc1 (stereo unspecified)
  0.0	-24	-9	95	-5	-4	3	97	-15
CC1CCCc2sc3ncn(N)c(=N)c3c21 (stereo unspecified)
  -0.9	-10	3	101	-1	2	11	93	-8
CCn1cc(C(=O)NP(=O)(Nc2ccc(C)cc2)Nc2ccc(C)cc2)c2ccccc21
  1.1	-3	-6	89	-9	-5	8	93	21
CC(C)=NN1C(c2nonc2N)=NOC1(C)C
  7.8	-6	-4	100	0	-1	1	105	5
CC1Cn2c(nnc2-c2cccs2)S1 (stereo unspecified)
  0.1	4	2	103	-1	2	6	99	·
COc1ccccc1C(=O)N=c1sc2c(C)ccc(OC)c2n1C
  -0.3	3	-4	96	-16	1	0	102	14
CCCS(=O)(=O)C/C(N)=N/OC(=O)c1ccc(Cl)cc1
  -2.5	-7	-5	103	-2	4	3	100	6
C[C@@H]1CC=C[C@H]2[C@H]1C(=O)N(Cc1ccccc1)[C@H]2c1ccc(-c2cc3ccccc3s2)cc1F
  4.8	-3	1	93	·	-4	·	94	12
COc1cc(C(=S)N2CCOCC2)cc(OC)c1OC(=O)c1cccc(C)c1
  -3.4	5	-3	104	-28	25*	-3	107	2
CCC(CC)c1nnc(NC(=O)Cc2cccs2)s1
  -0.9	-66	-2	95	5	-11	4	100	22
COc1ccc(C2(C)NC(=O)N(CC(=O)Nc3cccnc3Cl)C2=O)cc1 (stereo unspecified)
  15	-26	0	100	-9	-2	6	101	-2
CC(=O)Nc1ccc(NC(=O)C(C)n2nc([N+](=O)[O-])c(Br)c2C)cc1 (stereo unspecified)
  -1.1	11	2	103	4	6	7	111	13
O=C(NC1CC2CCCC(C1)N2Cc1ccccc1)c1ccc([N+](=O)[O-])cc1 (stereo unspecified)
  4.0	1	-10	102	9	5	-8	101	2
COc1ccc(NC(=O)NCc2ccc3c(c2)OCO3)cc1
  0.0	8	-4	105	-4	1	13	102	10
COCCNc1nc(-c2ccccc2)nc2c1oc1ccccc12
  0.9	-9	-6	99	-11	-6	-11	99	2
NS(=O)(=O)c1ccc(CNS(=O)(=O)c2cccc3nonc23)cc1
  -0.1	-5	-7	99	0	5	4	102	2

Next part
Below each compound: CRFBP-R2 agonist	CRFBP-R2 block	GalR3 antag	MEKK2wt PB1 HTS	DNA FID counter	MEKK2mut PB1 HTS	HCV NS3 hel inh	MEKK3 PB1 HTS	SUMO HTRF inh
CC(C)C1Cc2nc(Cl)c(C#N)cc2CO1 (stereo unspecified)
  -1.4	-9	-4	69	-5	-15	1	67	16
CCCCN(C)c1nc(-c2ccco2)c2c(c1C#N)CC(C)(C)OC2
  3.6	-18	-1	105	-24	3	11	106	16
Cc1cccc(C)c1NC(=O)C(NC=O)c1ccc(N(C)C)cc1 (stereo unspecified)
  1.2	-3	-2	100	-2	0	15	106	-18
COc1ccccc1NS(=O)(=O)c1ccc(S(=O)(=O)N2CCOCC2)cc1
  -1.5	-9	-8	96	9	-3	3	99	6
O=C(NNC1=NCCC1)c1cccc(S(=O)(=O)N2CCCCC2)c1
  3.2	7	-2	89	2	-6	2	94	2
Oc1csc(Cc2nc(-c3ccccc3F)cs2)n1
  0.0	8	1	71	-4	-18	28	77	-2
Cc1nnc(SCC(=O)NCC2CCCO2)n1-c1ccccc1 (stereo unspecified)
  0.1	-3	-2	97	-4	-4	2	99	6
Cc1cc(-n2c(SCC(=O)NCc3cccs3)nc3n[nH]c(C)c3c2=N)ccc1Cl
  0.1	-9	-7	83	3	-9	8	87	-2
CCCOc1ccccc1C(=O)N1CCNC(=O)C1CC(=O)OC(C)C (stereo unspecified)
  0.0	-1	-8	105	-18	3	0	95	-4
CC(NC(=O)C12CC3CC(C)(CC(C)(C3)C1)C2)c1ccncc1 (stereo unspecified)
  -1.4	12	-6	107	-15	11	3	104	15
COc1cc(-n2nc(C)c3c2OC(N)=C(C#N)C3c2ccccc2)c(Cl)c(Br)c1O (stereo unspecified)
  5.0	2	-2	99	5	2	12	104	-4
CC(=O)c1cccc(NC(=O)C(OC(=O)/C=C/c2ccc3c(c2)OCO3)c2ccccc2)c1 (stereo unspecified)
  0.2	-33	-4	94	-13	-1	-11	100	-2
COC(=O)c1ccc2c(=O)n(CCO)c(=S)[nH]c2c1
  0.7	31	-11	95	-6	-3	7	92	-4
COc1ccc(CCN2CCCC(CN(C)Cc3cccc(OC)c3)C2)cc1 (stereo unspecified)
  -1.6	-4	-3	121	23	7	5	107	4
COC(=O)c1ccc(Cn2nnc3ccccc32)cc1
  2.0	-8	-5	96	-8	-5	-2	94	31
Cc1cc(C(=O)N/N=C/c2cccc(OC(=O)c3ccco3)c2)n[nH]1
  11	-6	-7	98	-9	1	-3	101	-10
Cn1ncc([N+](=O)[O-])c1C(=O)Nc1ccc(-c2nc3ccccc3[nH]2)cc1
  0.9	-19	-2	104	20	3	1	102	-4
CCOc1ccc(NC(=O)CSc2nnc(C)n2CC2CCCO2)cc1 (stereo unspecified)
  0.6	-5	3	105	-10	3	1	107	16
CNS(=O)(=O)c1cc(-c2nnc(Nc3ccc(NC(C)=O)cc3)c3ccccc23)ccc1C
  -0.6	1	-11	99	-25	0	-2	100	-3
CCOc1ccc2c(=O)c(Oc3ccccc3)c(C)oc2c1
  -2.4	5	-1	·	-6	·	-7	·	21

Further records follow.
Below each compound: CRFBP-R2 agonist	CRFBP-R2 block	GalR3 antag	MEKK2wt PB1 HTS	DNA FID counter	MEKK2mut PB1 HTS	HCV NS3 hel inh	MEKK3 PB1 HTS	SUMO HTRF inh
O=c1c(=Nc2ccccc2O)c(=O)c2ccccc12
  -3.0	1	-2	106	2	3	6	113	91
COc1ccc(CCNC(=S)Nc2cc(C)cc(C)c2)cc1
  -0.7	1	-2	98	-24	2	12	101	-2
CCCC1=Nc2cc(C(=O)NCCN3CCOCC3)ccc2Sc2ccc(C)cc21
  2.3	-30	-6	103	4	0	-79	100	5
COc1cc(C(=O)Nc2ccc(S(=O)(=O)NC(C)(C)C)cc2)cc(OC)c1OC
  -2.8	-5	-1	98	-30	0	-9	99	16
O=C(Nc1nc(-c2ccccn2)cs1)c1ccc(Br)s1
  -1.1	-24	-5	98	-6	-1	9	102	-110
O=[N+]([O-])c1cccc(-c2nc(-c3ccccn3)no2)c1
  -0.6	59*	-1	108	1	14	12	108	7
N#CC1=C(N)Oc2c(ccc3cccnc23)C1c1cccnc1 (stereo unspecified)
  7.2	-17	-4	·	-16	·	-15	·	21
CC(=O)COC(=O)c1ccc2noc(-c3ccccc3)c2c1
  -0.3	-10	-7	101	-14	5	19	103	10
Cc1cccc(C(=O)NC2CCN(S(=O)(=O)c3ccccc3)CC2)c1
  -4.4	-7	4	87	0	-10	4	92	22
CC(=O)N1CCN(CC(O)COc2ccc(Br)cc2)CC1 (stereo unspecified)
  -0.1	8	-8	116	-4	12	5	106	5
Cc1nn(C)c(C)c1CS(=O)(=O)c1ccccc1
  2.4	13	6	100	4	-1	6	109	-10
CCC(C)Sc1nc2c(c(=O)[nH]1)C(c1cccs1)C1=C(CCCC1=O)N2 (stereo unspecified)
  0.4	16	-5	93	-20	-3	21	88	14
O=C(c1ccccc1)c1nc[nH]c1C(=O)Nc1ccccc1
  0.8	1	-4	102	-2	3	2	103	11
C#CCNc1c(C)c(C)nc2ncnn12
  0.0	-5	-6	97	3	2	0	96	0
COc1cc(C(=O)NCc2ccc(C(=O)NCC(OC)OC)cc2)cc(OC)c1OC
  -0.3	5	-1	89	-7	-7	5	97	7
COc1ccc(-c2csc(N(CCCN3CCOCC3)C(=O)CCl)n2)cc1
  -0.3	8	-10	123	6	14	-10	110	7
CCOC(=O)N1CCN(CC(O)c2c[nH]c3ccc(OC)cc23)CC1 (stereo unspecified)
  1.4	-2	-6	102	-3	-3	-10	98	6
CCOC(=O)C1(CC2CCCCO2)CCN(Cc2ccccc2-c2ccco2)CC1 (stereo unspecified)
  1.1	12	1	99	-5	-8	-7	106	10
CCC(C(=O)NCc1ccc(F)cc1)N(CCc1ccccc1)C(=O)c1snc(C(N)=O)c1N (stereo unspecified)
  1.5	-8	-8	92	-24	-3	-11	99	-1
CC(=O)NN=C1CCC(c2ccccc2)CC1 (stereo unspecified)
  1.7	-11	4	101	-6	-1	8	97	2

(cont.)
Below each compound: CRFBP-R2 agonist	CRFBP-R2 block	GalR3 antag	MEKK2wt PB1 HTS	DNA FID counter	MEKK2mut PB1 HTS	HCV NS3 hel inh	MEKK3 PB1 HTS	SUMO HTRF inh
COc1ccc(-n2nc3c(N4CCC(C(=O)NCC(C)c5ccccc5)CC4)nnc(C)c3c2C)cc1 (stereo unspecified)
  5.3	14	-13	113	12	12	-83	104	4
O=C(NCc1ccc2c(c1)OCO2)C1CC(c2ccc(Cl)c(Cl)c2)=NO1 (stereo unspecified)
  -1.2	-1	1	113	-2	8	5	105	6
CC1CN(S(=O)(=O)c2ccc(NC(=O)CCCN3C(=O)c4ccccc4C3=O)cc2)CC(C)O1 (stereo unspecified)
  -3.5	-13	·	79	-6	-16	1	66	11
CSc1nc(-c2ccco2)nn1S(=O)(=O)c1ccc(C)cc1
  5.3	-13	0	105	3	2	8	106	-3
O=C(CSc1nnc(NC(=O)c2cccc(F)c2)s1)NC1CCCC1
  -1.5	-6	3	101	-11	-2	-9	102	-1
CCN(CCC(=O)Nc1cc([N+](=O)[O-])ccc1OC)Cc1ccccc1
  2.7	-13	-2	98	13	-2	-4	98	69*
Nc1ncc([N+](=O)[O-])c(Oc2ccccc2F)n1
  -1.9	2	-4	103	3	2	0	102	15
O=C(CCCC(=O)N(CC(=O)NC1CCCC1)Cc1ccc2c(c1)OCO2)Nc1ccccn1
  -0.9	5	1	98	-17	0	7	100	14
CC(C)CNS(=O)(=O)c1ccc(C(=O)Nc2ccc3c(c2)OCCO3)cc1
  1.0	-7	-5	89	-17	-8	-7	92	-34
Cc1c(C)c2ccc(OCC(=O)NCCCN3CCCC3=O)cc2oc1=O
  -0.3	-10	0	102	-19	1	-10	104	10
CCN1C(=O)S/C(=C\c2ccc(N3CCOCC3)cc2C)C1=O
  11	-9	-3	101	-2	-1	-6	105	-3

Not all compounds are listed. The share of hits here may be higher or lower than overall.
